Epigenetic derep = epigenetic control regulation, reporter derepression; AID 1865; Potency, µM (series often up to 53.9 µM), without a hit: at the top dose GFP activation, usual class: activators; murine LDR cells, GFP reporter derepression, 30 h; 280,000 tested, 0.2% active; active = well fitted activation curve with a large enough effect; inconclusive = small, poorly fitted or top-dose-only effect; note: % of control where 0% means no effect; nearly all actives have a fitted effect of over 60% in size
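Readout is the number of GFP-expressing murine LDR cells, counted by cytometry following washing. Cells were treated with compound for 30 h at 37 C; the stably integrated CMV-GFP locus is normally silent.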
The depositor's hits bear a star; ? = inconclusive. Potency is the fitted concentration of half-maximal effect. These rows are one share of the data; the hit share may differ from the screen's.

SMILES	Epigenetic derep
COc1ccc(-c2c3c(=O)n(C)c(=O)n(C)c3c3c(-c4ccccc4)nc4ccccc4n23)cc1	-1.0%
COc1cccc(NC(=O)c2sc3nc(N4CCOCC4)c4c(c3c2N)CC(C)(C)OC4)c1	0.0%
CCCc1cc(=O)n2c(C(=O)Nc3ccc(OCC)cc3)c(C(=O)Nc3ccc(C)cc3)sc2n1	0.0%
CCc1ccccc1NC(=O)C(=O)c1cc(C)n(-c2ccccc2F)c1C	-2.4%
O=C(NCc1ccccc1Cl)c1ccc2c(c1)N(Cc1ccccc1)CCS2	7.1%
Cc1ccc(-c2cc3nccc(-c4cc([N+](=O)[O-])ccc4O)n3n2)cc1	0.0%
Cc1ccc(C)c(NC(=O)C(NS(=O)(=O)c2ccc3c(c2)CCC(=O)N3)c2ccccc2)c1 (stereo unspecified)	11%
CCOC(=O)c1ccc(NC(=O)c2cc3sccc3n2Cc2ccc(Cl)cc2)cc1	2.7%
CCOC(=O)CCc1c(C)nc2cc(-c3cc(OC)cc(OC)c3)[nH]n2c1=O	0.0%
CCc1cccc(NC(=O)CSc2ncc3c(n2)-c2ccccc2N(CC)S3(=O)=O)c1	?
CCOC(=O)c1ccc(N=C2SC(C(=O)Nc3ccccc3)CC(=O)N2C)cc1 (stereo unspecified)	-0.8%
CCn1c(=N)c(C(=O)NCc2ccccc2)cc2c(=O)n3cc(C)ccc3nc21	-0.6%
COc1ccc(N(C(=O)c2ccccc2C)S(=O)(=O)c2ccc(Cl)cc2)cc1	0.3%
Cc1ccc2occ(-c3cc(-c4ccc(Cl)cc4)nc4c3COc3ccccc3-4)c(=O)c2c1	0.0%
Cc1cc(C)cc(NS(=O)(=O)c2ccc3[nH]cc(C(=O)NC4CCCCC4)c(=O)c3c2)c1	1.4%

Copied from the list:
Entry for CCn1c(=N)c(C(=O)NCc2ccccc2)cc2c(=O)n3cc(C)ccc3nc21 under Epigenetic derep: -0.6%
Entry for O=C(NCc1ccccc1Cl)c1ccc2c(c1)N(Cc1ccccc1)CCS2 under Epigenetic derep: 7.1%
Entry for CCc1ccccc1NC(=O)C(=O)c1cc(C)n(-c2ccccc2F)c1C under Epigenetic derep: -2.4%
Entry for COc1ccc(-c2c3c(=O)n(C)c(=O)n(C)c3c3c(-c4ccccc4)nc4ccccc4n23)cc1 under Epigenetic derep: -1.0%
Entry for Cc1ccc2occ(-c3cc(-c4ccc(Cl)cc4)nc4c3COc3ccccc3-4)c(=O)c2c1 under Epigenetic derep: 0.0%

Next records follow.
SMILES	Epigenetic derep
CCCNC(=O)CN1C(=O)CSc2ccc(S(=O)(=O)N3CCC(C)CC3)cc21	0.0%
CCOC(=O)CNC(=O)c1cc2c(=O)n3cccc(C)c3nc2s1	-0.9%
CCOc1ccc(C(=O)c2cn(CC(=O)Nc3cc(OC)ccc3OC)c3cc(OC)c(OC)cc3c2=O)cc1	4.7%
CCN(CC)CCOC(=O)c1ccc(NC(=O)c2cc3c(=O)n(CC)c4ccccc4c3s2)cc1	0.0%
Cc1ccc(NC(=O)CSc2nc(-c3ccco3)cc(C(F)(F)F)n2)c(C)c1	6.7%
CCc1ccc(NC(=O)Cn2cnc3sc(C)c(S(=O)(=O)N4CCN(c5ccccc5OC)CC4)c3c2=O)cc1	3.6%
CCc1ccccc1NC(=O)N1CCC2(CC1)Oc1ccccc1C(=O)N2Cc1ccccc1F	0.0%
CCOC(=O)Cc1ccc(NC(=O)NC(C)c2c(-n3cccc3)sc(C)c2C)cc1 (stereo unspecified)	0.0%
CCOc1ccccc1NC(=O)Cc1coc2c(C)c(C)ccc12	1.9%
Cc1ccc(Sc2c(C(=O)NCc3ccccc3C)[nH]c3ccccc23)cc1	-0.6%
CCCCN(CC)CCCNC(=O)c1cn(C)c2ccc(S(=O)(=O)N(C)C3CCCCC3)cc2c1=O	0.4%
COc1ccc(N2C(=O)CSC23C(=O)N(C)c2ccccc23)cc1Cl (stereo unspecified)	8.8%
COc1ccc(C2=C(N3CCN(c4cccc(C)c4C)CC3)c3ccccc3C2=O)cc1	1.6%
CCOC(=O)c1cccc(NC(=O)c2ccc3c(c2)nnn3C2CCCC2)c1	0.2%
Cc1cc(C)c(Cn2c(=O)n(CCCCC(=O)NCc3ccccc3Cl)c(=O)c3ccccc32)c(C)c1	-1.8%
Cc1ccc(S(=O)(=O)c2nc(-c3cccs3)oc2SC(C)C)cc1	0.2%
O=C(NC1CCCC1)c1c[nH]c2ccc(S(=O)(=O)Nc3cccc(C(F)(F)F)c3)cc2c1=O	1.4%
Cc1ccc(-c2ccc(CCC(=O)O)n2-c2ccc(C(C)C)cc2)cc1	-1.1%
Cc1ccc(-n2nc(CO)c(C(=O)NCc3cccs3)n2)cc1C	-2.0%
Cc1ccc2c(=O)cc(C(=O)Nc3ccc(S(=O)(=O)N4CCCCC4)cc3)oc2c1	-1.9%
CCOC(=O)c1ccc(NC(=O)CSc2nc(-c3ccc(OC)cc3)cc(C(F)(F)F)c2C#N)cc1	?
COc1ccc(CCNC(=O)c2cn(C)c3ccc(S(=O)(=O)N(C)C)cc3c2=O)cc1OC	-3.7%
Cc1ccc2c(c1)c1c(c(=O)n(Cc3ccccc3)c(=O)n1CC(=O)Nc1ccccc1F)n2C	-1.2%
COc1ccc(-c2nnc(SC(C)C(=O)O)o2)cc1 (stereo unspecified)	-1.1%
Cc1nc2c(c(C)nn2C(C)(C)C)c(C)c1CCC(=O)Nc1ccc(F)cc1	-0.7%
COc1ccc(CNC(=O)Cc2c(C)c3ccc(O)cc3oc2=O)cc1	1.9%
Cc1ccc(C(=O)Nc2ccc(Br)cc2)cc1S(=O)(=O)NCc1ccccc1	-1.6%
COc1ccc(Br)cc1CNC(=O)c1cc2c(=O)n(C)c3ccccc3c2s1	0.0%
Cc1c(C(=O)N2CCCC2)oc2c1-c1nn(CC(=O)NCc3ccc(OC(C)C)cc3)cc1CC2	0.3%
Cc1cccc(C)c1Nc1c(-c2ccsc2)nc2ccc(Cl)cn12	-1.8%
O=C(Cn1c(=O)n(Cc2ccco2)c(=O)c2ccccc21)Nc1cccc(F)c1	-1.8%
Cc1cccc(N2CCN(c3c4c(nc5nncn35)CCC4)CC2)c1C	-3.0%
Cc1ccc2onc(CNC(=O)NCc3cccc(Cl)c3)c2c1	-0.4%
Cc1ccc([N+](=O)[O-])cc1NC(=O)CN(c1ccccc1)S(=O)(=O)N(C)C	-1.0%
CCCSc1oc(-c2ccco2)nc1S(=O)(=O)c1ccc(Cl)cc1	-6.5%
COc1ccccc1CNC(=O)CCn1c(=O)c2ccccc2n(CC(=O)Nc2cccc(Cl)c2)c1=O	?
Cc1ccc(C)c(CNS(=O)(=O)c2ccc3c(c2)C(C)(C)C(=O)N3C)c1	-2.3%
COc1ccc(CNC(=O)Cc2coc3ccc(C)cc23)cc1	2.7%
COc1ccc(CNc2nc(-c3ccccc3)nn2S(=O)(=O)c2ccccc2)cc1	-1.6%
CCCN(CCC)CCCNC(=O)c1cn(CC)c2ccc(S(=O)(=O)N(C)C3CCCCC3)cc2c1=O	1.7%
CCc1cccc(NCc2ccccc2-c2nnc(-c3ccccc3Cl)o2)c1	7.1%
COc1ccc(N2CCN(C(=O)c3ccc4c(c3)N(Cc3ccc(F)cc3)C(=O)c3ccccc3S4=O)CC2)cc1 (stereo unspecified)	-1.1%
CC1=C(c2ccc(C)c(C)c2)S(=O)(=O)N=C1N1CCC(C(=O)NCCc2ccc(Cl)cc2)CC1	3.8%
O=C1CC(c2cccc(Cl)c2Cl)c2cc3c(cc2N1)OCCO3 (stereo unspecified)	5.3%
O=C(c1ccc(CSc2nc3ccncc3n2Cc2ccccc2F)cc1)N1CCCCC1	1.1%

Quoted at random: 6 compounds from above
SMILES	Epigenetic derep
CCc1ccccc1NC(=O)C(=O)c1cc(C)n(-c2ccccc2F)c1C	-2.4%
COc1ccc(N(C(=O)c2ccccc2C)S(=O)(=O)c2ccc(Cl)cc2)cc1	0.3%
Cc1nc2c(c(C)nn2C(C)(C)C)c(C)c1CCC(=O)Nc1ccc(F)cc1	-0.7%
COc1ccc(CCNC(=O)c2cn(C)c3ccc(S(=O)(=O)N(C)C)cc3c2=O)cc1OC	-3.7%
COc1ccc(N2CCN(C(=O)c3ccc4c(c3)N(Cc3ccc(F)cc3)C(=O)c3ccccc3S4=O)CC2)cc1 (stereo unspecified)	-1.1%
CCCc1cc(=O)n2c(C(=O)Nc3ccc(OCC)cc3)c(C(=O)Nc3ccc(C)cc3)sc2n1	0.0%

The results go on:
SMILES	Epigenetic derep
CCCN(C(=O)CCc1nc(-c2ccc(OC)cc2)no1)c1ccccc1F	-1.5%
CCCc1ccc(OC(C)c2nc(-c3ccc(-n4cccc4)cc3)no2)cc1 (stereo unspecified)	-1.1%
Cn1cc(C(c2ccccc2)c2ccc(Cl)s2)c2ccccc21 (stereo unspecified)	-3.2%
CCOC(=O)c1ccc(N2C(=O)c3n[nH]c(-c4cccs4)c3C2c2cccc(F)c2)cc1 (stereo unspecified)	4.9%
Cc1ccc(C(=O)c2c(N)c(C(=O)Nc3cccc(C(F)(F)F)c3)c3ccccn23)cc1	-4.0%
Cc1ccccc1Cn1c(=O)n(CCCCCC(=O)NCc2ccc3c(c2)OCO3)c(=O)c2sccc21	9.9%
CCOc1ccc(C(CC(=O)Nc2cc(C)c(Cl)cc2OC)N2Cc3ccccc3C2=O)cc1OC (stereo unspecified)	-2.8%
N#Cc1ccc(NC(=O)C2Cc3ccccc3CN2S(=O)(=O)c2ccc(F)cc2)cc1 (stereo unspecified)	-0.8%
CC(=O)c1ccc(N2CCN(S(=O)(=O)c3ccc(-c4cc(C)no4)s3)CC2)cc1	-1.8%
CSc1cccc(NC(=O)Cn2ncn3c(cc4ccccc43)c2=O)c1	0.0%
Cc1ccc(-c2nc3ccccc3o2)cc1NC(=O)Cc1ccc(Cl)cc1	1.6%
CSc1nn(CC(=O)Nc2ccccc2F)c(N)c1S(=O)(=O)c1ccccc1	-3.7%
COc1ccc(S(=O)(=O)N(CC(=O)N(C)Cc2ccccc2)c2ccc(Cl)cc2)cc1	0.3%
CCOC(=O)c1cccc(NC(=O)c2ccc3c(c2)nnn3CC)c1	1.8%
Cc1cccc(NC(=O)CN2C(=O)c3cccc4cccc2c34)c1C	1.0%
COc1ccccc1C(=O)NC(=O)Nc1ccc(-n2nc(C(F)(F)F)cc2C(F)(F)F)cc1	0.0%
CCc1ccc(CNC(=O)Cn2nc(C)n3c(cc4cc(C)ccc43)c2=O)cc1	0.0%
COc1ccc(-c2nc3cc(NC(=O)Cc4ccc(Cl)cc4)ccc3o2)cc1OC	0.0%
Cc1ccc(Sc2ccc(N3CCC(C(=O)Nc4ccc(C)c(F)c4)CC3)nn2)cc1	2.7%
O=C(c1ccccc1Cl)N1CCCCC1CCN1CCOCC1 (stereo unspecified)	3.7%
COc1cccc(-c2nc(S(=O)(=O)c3ccc(C)cc3)c(N3CCCCCC3)o2)c1	0.0%
CCc1cccc(C)c1NC(=O)Cn1cc2c(n1)CCCC2	-4.4%
CCOc1ccc(NC(=O)c2ccc(-c3ccccc3)s2)cc1	-2.2%
O=c1c2ccccc2n(Cc2cccc(F)c2)c(=O)n1Cc1ccccc1Cl	1.4%
COc1ccc(CN(Cc2ccco2)C(=O)COc2ccccc2Cl)cc1	-0.2%
O=c1c2cc3c(cc2nc2sc(Nc4ccccc4)nn12)OCO3	4.6%
O=C(Cn1nc(Cc2ccncc2)c2ccccc2c1=O)Nc1cccc(C(F)(F)F)c1	-1.6%
COc1ccc2c(C)c(CC(=O)NCCc3ccccc3)c(=O)oc2c1OC	-0.8%
CCOC(=O)c1c(NC(=O)c2cc(-c3ccc(OC)c(OC)c3)on2)sc(C)c1C	-1.8%
CC(=O)c1ccc(NC(=O)c2ccc(-c3nc(CSc4ccc(C)cc4)c(C)o3)cc2)cc1	0.7%
COc1ccc(N(C)C(=O)NCc2noc3ccc(C)cc23)c(OC)c1	-4.2%
COc1ccc(C(=O)c2oc3ccccc3c2NC(=O)c2ccc(F)cc2)cc1	0.0%
Cc1ccccc1-c1cc2nccc(-c3cc(Cl)ccc3O)n2n1	0.0%
Cc1cc(C)c2oc(C(=O)Nc3sc4c(c3C(=O)NCc3ccco3)CCCC4)cc(=O)c2c1	-1.9%
CCCCNC(=O)c1ccc2c(=O)n(Cc3ccc(OC)cc3)c(=O)[nH]c2c1	0.9%
COc1cc(Nc2nc3c(S(=O)(=O)c4ccccc4)nnn3c3ccc(Cl)cc23)cc(OC)c1	1.1%
COc1cc(C(=O)Nc2nc3c(s2)Cc2c(Br)ccc(OC)c2-3)cc(OC)c1OC	9.7%
COc1cccc(-c2cnc(NCc3ccccc3Cl)n2C)c1	0.0%
Cc1ccc(NC(=O)CC2Oc3ccccc3NC2=O)cc1C (stereo unspecified)	0.0%
CC(=O)Nc1ccc(NC(=O)CCc2c(C)nc3c(c(C)nn3-c3ccc(C)cc3)c2C)cc1	1.1%
COc1ccc2c(c1)cc1c(=O)n(CC(=O)NCCc3ccccc3)nc(C)n12	0.0%
CCN(C(=O)c1cc(S(=O)(=O)N2CCCCC2)c[nH]1)c1ccc(OC)cc1	7.7%
COc1ccc(S(=O)(=O)N(CCc2ccccc2)CC(=O)Nc2cc(C)ccc2C)cc1	-1.6%
CCn1c(=O)c2cc(C(=O)NCCCN3CCC(C)CC3)sc2c2ccccc21	2.2%
COc1ccc(CCn2cc3c(c2-c2ccc(Br)cc2)c(=O)n(C)c(=O)n3C)cc1OC	-2.6%
Cc1nc2c3ccccc3nc(NNC(=O)CCC(=O)N3CCN(c4cccc(Cl)c4)CC3)n2n1	0.0%
CC1CCCN(Cc2nc3c(c(=O)n(C)c(=O)n3C)n2Cc2ccc(Cl)cc2Cl)C1 (stereo unspecified)	6.5%
Cc1cc2nc(-c3ccc(OCc4ccc(F)cc4)cc3)cc(C(F)(F)F)n2n1	0.0%
CC(C)OCCCNC(=O)c1ccc2c(=O)n(CCc3ccccc3)c(=O)[nH]c2c1	17%
CCN(Cc1nc(-c2cccc(C)c2)no1)S(=O)(=O)c1ccc(C)cc1	0.1%

Assay outcomes: PubChem, National Center for Advancing Translational Sciences (NCATS)
